GPR55 beta-arrestin: selective activators of receptor GPR55 – imaging, U2OS cells, beta-arrestin-GFP redistribution, primary screen (AID 1961). activation, % at 10 µM, or EC50 in µM where a hit was titrated. 290,000 compounds, 0.048% hits. U2OS GPR55 beta-arrestin-GFP redistribution imaging; higher % means a stronger effect;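 active means activation above 40% with more than 50 cells counted in the well; inconclusive means wells holding fewer than 50 cells, flagged as toxic or sparse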;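 further: U2OS osteosarcoma cells stably expressing GPR55 and beta-arrestin-GFP; plate controls were DMSO negative control for no effect and LPI positive control for full effect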
NTR1 agonist: NTR1-driven beta-arrestin-GFP spot formation – imaging, U2OS cells, high content, primary screen (AID 493036); P30989; agonist mode; activation, % at 20 µM; 330,000 compounds, 0.17% hits;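 active means activation at or above 40% of the spot to cytoplasm intensity ratio, with at least 20 cells analyzed; inconclusive means wells under 20 cells, flagged as cytotoxic or low count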;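 further: 0% = DMSO without peptide and 100% = 100 nM NTR1 peptide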
Target sequence (P30989 whole entry, looked up): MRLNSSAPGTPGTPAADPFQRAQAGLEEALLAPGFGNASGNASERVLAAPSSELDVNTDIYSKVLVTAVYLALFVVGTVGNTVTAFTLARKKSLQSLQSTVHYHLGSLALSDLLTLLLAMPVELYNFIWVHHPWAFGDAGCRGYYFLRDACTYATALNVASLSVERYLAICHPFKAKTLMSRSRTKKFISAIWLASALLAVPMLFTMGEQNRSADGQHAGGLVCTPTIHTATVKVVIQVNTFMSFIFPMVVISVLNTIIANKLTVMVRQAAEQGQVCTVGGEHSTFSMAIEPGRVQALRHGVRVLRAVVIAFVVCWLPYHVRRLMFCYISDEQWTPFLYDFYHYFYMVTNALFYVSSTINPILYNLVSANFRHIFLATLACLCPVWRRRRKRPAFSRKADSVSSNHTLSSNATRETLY
Myeloid diff 2: compounds promoting myeloid differentiation; AID 624256; ER-HoxA9 myeloid progenitors, lysozyme-GFP differentiation, flow cytometry; calls only at 10 µM; 360,000 compounds, 1% hits;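 active means normalized GFP-positive differentiation at or above the plate's own cutoff, the solvent-only control mean plus 3 SD; inconclusive means no clear call, values can overlap the other calls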;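 further: cells exposed to compound for four days before flow analysis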
KOR beta-arrestin-1: kappa opioid receptor blockers – cell-based, luminescence, uHTS (AID 1778) | KOR beta-arrestin recruitment, luminescence, antagonist mode; higher % means a stronger effect | one-dose inhibition, % at 10 µM; IC50 in µM for titrated hits | 290,000 compounds, 0.091% hits; further: strong numbers were not always called active
NOD2 inhibition: NOD2 signaling inhibitors, cell-based, luminescence, uHTS, HEK293 (AID 1566) | HEK293 NOD2/NF-kB luciferase reporter, luminescence; higher % means a stronger effect | one-dose inhibition, % at 4 µM; EC50 in µM for titrated hits | 290,000 compounds, 0.63% hits; further: many of its hits are not listed in these tables
KOR beta-arrestin-2: KOR agonists, beta-arrestin recruitment, primary screen, cell-based, luminescence, uHTS (AID 1777). KOR beta-arrestin recruitment, luminescence; higher % means a stronger effect. one-dose activation, % at 10 µM; EC50 in µM for titrated hits. 280,000 compounds, 0.02% hits; in the data active means activation above about 50%, passing the limit was not always enough; further: a part of the inactive calls stands beside numbers as strong as those of hits
NOD1 inhibition: NOD1 signaling inhibitors, primary screen, cell-based, luminescence, uHTS (AID 1578); NOD1-driven NF-kB luciferase reporter cells, luminescence; higher % means a stronger effect; inhibition, % at 4 µM, or EC50 in µM where a hit was titrated; 290,000 compounds, 1% hits; in the data active means inhibition mostly above about 36%, no sharp cut-off; inactive means mostly below about 34%;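 further: HEK-293T reporter cells stimulated with the NOD1 agonist gamma-tri-DAP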
GPR55 antagonists: inhibition of LPI-stimulated GPR55 beta-arrestin translocation – imaging, U2OS, beta-arrestin-GFP, LPI agonist, primary screen (AID 2013); U2OS GPR55 beta-arrestin-GFP translocation imaging, LPI antagonism; higher % means a stronger effect; one-dose inhibition, % at 10 µM; IC50 in µM for titrated hits; 290,000 compounds, 0.13% hits;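 active means spots per cell inhibited over 60%, with over 100 cells counted and total cytoplasm intensity under 500,000; inconclusive means wells with under 100 cells, flagged as likely toxic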;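 further: U2OS cells stably carrying GPR55 and arrestin-GFP stimulated by 5 µM LPI near EC80; imaged beta-arrestin-GFP aggregate spots per cell after agonist stimulation; plate controls were LPI-stimulated DMSO wells for no effect and DMSO wells without LPI for full effect; some results filed as inactive read as strong as hits; confirmed hits need IC50 under 10 µM and bright autofluorescent wells are also inconclusive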
T cell modulator: T cell immune modulation candidate; AID 2052; calls only at 7 µM; 2C CD8+ T cell-vesicle binding, flow cytometry; active compounds read low; 330,000 compounds, 0.068% hits;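 active means response, share of CD8 T cells binding vesicles, and their 90th percentile fluorescence all below set limits, cut at about 80% in these data, passing the limit was not always enough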
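Read-out – percent CD8+ FL2 mean versus row control · System – murine 2C transgenic CD8+ T lymphocytes · Times – 1.5 h cell–vesicle binding at 37 °C, then 20 min icy labelling · Control set – naked vesicles low, QL9 vesicles with vehicle high · Detection – cytometric PE anti-B7-1 and Alexa647 anti-CD8 signals after 1% paraformaldehyde fixation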
T cell modulator vesicle-bound %: further read-out of T cell modulator, marked with its call; double positive events, %; measured here: CD8+ vesicle-bound cell fraction;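 binding gate set so that unloaded-vesicle control wells show 10% double positive cells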
NTR1 agonist cell count 20 µM: second read-out of NTR1 agonist, no call of its own (marks repeat the call); cell count; measured here: cell count, cytotoxicity flag
Myeloid diff 2 GFP+ MAC1+ %: recorded beside Myeloid diff 2, whose call it bears; GFP+ MAC1+ double positive, %; measured here: differentiation confirmed by MAC1 staining
The depositor's hits bear a star; i = inactive; ? = inconclusive; . = no result given; [ ] = dose if it differs, or a comment. Unless noted, no stated cut-off is given here; in the data, active means inhibition above about 50%; inactive means the rest. This is a subset (hit frequency here may not be typical).

SMILES	GPR55 beta-arrestin	NTR1 agonist	NTR1 agonist cell count 20 µM	Myeloid diff 2	Myeloid diff 2 GFP+ MAC1+ %	KOR beta-arrestin-1	NOD2 inhibition	KOR beta-arrestin-2	NOD1 inhibition	GPR55 antagonists	T cell modulator	T cell modulator vesicle-bound %
COc1ccc(NC(=S)Nc2ccc(Oc3ccccc3)cc2)cc1	-0.1%	0.9	39	i	1.1	-8%	4%	2.1%	22%	-10%	i	52
O=C(CCCN1C(=O)c2ccccc2C1=O)NCCCN1CCOCC1	-0.2%	0.9	79	i	0.8	13%	3%	-5.0%	-21%	0%	i	53
NNC(=O)c1cc(C23CC4CC(CC(C4)C2)C3)nc2ccccc12	-0.3%	3.5	57	i	0.2	-1%[20 µM]	-12%	-3.4%	-59%	-11%	i	47
Cc1cc(C(=O)NC2CCCCC2)c2cc(F)ccc2n1	-0.2%	0.2	38	i	0.5	-10%	12%	-0.1%	-30%	13%	i	30
CCOC1OC(=O)C(Cl)=C1Nc1ccccc1C (stereo unspecified)	-0.4%	-2.1	79	i	0.6	-2%	3%	3.1%	-24%	8%	i	50
COc1cc(NC(=O)NC(C)(C(F)(F)F)C(F)(F)F)cc(OC)c1OC	0.0%	-0.9	84	i	2.2	-46%	4%	3.0%	-8%	4%	i	66
COC(CNC(=O)c1ccc(CS(=O)(=O)c2ccccc2)o1)OC	0.0%	-1.1	46	i	0.5	-2%	20%	-6.1%	2%	-3%	i	53
Cc1ccc(-n2c(SCC(=O)Nc3ccc4c5c(cccc35)CC4)nc(O)c(C)c2=O)cc1	0.1%	5.6	37	i	0.6	-37%	13%	-0.5%	-33%	6%	i	52
C=CCN1CCN(C(=O)c2cc3c(s2)CCC(CC)C3)CC1 (stereo unspecified)	-0.1%	1.1	59	i	0.5	6%	-5%	-2.7%	0%	12%	i	56
CCC(=O)c1ccc(OCC(=O)O)c(OC)c1	-0.1%	2.5	30	i	0.6	3%[20 µM]	2%	-5.7%	-17%	2%	i	13
CCC(=O)Nc1ccc(Cl)c(NC(=O)c2cccnc2)c1	-0.1%	-0.3	54	i	5.6	-26%	4%	-1.3%	10%	0%	i	37
Cc1ccccc1NC(=O)c1cccc(OCc2c(C)noc2C)c1	0.1%	-1.4	70	i	0.6	-2%	20%	0.4%	-10%	-7%	i	18
CC1(C)Cc2c(oc3ncn4ncnc4c23)CO1	-0.3%	-0.9	58	i	0.5	-9%	6%	-2.1%	-4%	-3%	i	58
Cc1ccccc1C(=O)c1cccn1CC(=O)NCCCN1CCc2ccccc2C1	-0.6%	0.6	42	i	0.5	-50%	-10%	3.1%	-13%	1%	i	6
CC(C)N(C(=O)COC(=O)[C@@H]1CC(O)CN1S(=O)(=O)c1ccc(C(C)(C)C)cc1)C(C)C (stereo partly specified)	0.1%	2.6	41	i	0.2	-5%	15%	2.1%	12%	16%	i	2
Cc1cnc(C(=O)OCC(=O)NCCc2ccccc2)cn1	0.0%	-3.3	86	i	0.9	-31%	4%	4.2%	-10%	-4%	i	42
Cc1ccc(/C=C/C(=O)Nc2cc(S(=O)(=O)N3CCCCCC3)ccc2OCC(F)(F)F)o1	18%	1.6	75	i	0.7	-14%	26%	-2.6%	6%	-1%	i	50
COc1ccc(NC(=O)CCSc2ccc(F)cc2)cc1	0.3%	-1.5	38	i	0.6	16%	-57%	0.2%	-36%	4%	i	30
COc1ccc(CCN2C(=O)C(O)=C(C(=O)c3ccco3)C2c2cccs2)cc1OC (stereo unspecified)	-0.2%	0.3	85	i	0.5	-16%	-1%	11%	6%	1%	i	32
COc1ccc(NC(=O)Nc2ccc(C(=O)N3CCOCC3)cc2)c(OC)c1	-0.3%	-0.1	86	i	0.4	16%	14%	2.7%	-18%	3%	i	50
COc1ccc(CN(C)C(=O)c2ccc3ccccc3n2)cc1F	-0.1%	4.4	53	i	0.0	11%	19%	3.0%	26%	2%	i	22
O=C(NC1CCCN(Cc2ccccc2F)C1)C1CCC1 (stereo unspecified)	0.3%	0.4	59	i	0.2	-59%[20 µM]	-4%	4.8%	-23%	0%	i	56
O=C1CC(c2ccco2)Cc2nc(N3CCc4ccccc4C3)ncc21 (stereo unspecified)	-0.3%	14	64	i	2.0	-20%	11%	-2.0%	-20%	11%	i	12
CC(C)(C)C1CCC(N2CCN(c3ccccc3)CC2)CC1 (stereo unspecified)	0.0%	2.4	52	i	0.4	-40%[20 µM]	-16%	5.5%	-17%	17%	i	52
Cc1nnc(NC(=O)CSc2nc3[nH]ncc3c(=O)[nH]2)s1	-0.3%	-0.9	82	i	0.5	4%	4%	-4.2%	-19%	11%	i	63
SMILES	GPR55 beta-arrestin	NTR1 agonist	NTR1 agonist cell count 20 µM	Myeloid diff 2	Myeloid diff 2 GFP+ MAC1+ %	KOR beta-arrestin-1	NOD2 inhibition	KOR beta-arrestin-2	NOD1 inhibition	GPR55 antagonists	T cell modulator	T cell modulator vesicle-bound %
CC(OC(=O)CCc1nc2ccccc2c(=O)[nH]1)C(=O)c1ccc(C(C)(C)C)cc1 (stereo unspecified)	-0.2%	15	64	i	0.9	3%	6%	2.0%	7%	8%	i	55
CCn1nnnc1SCC(=O)Nc1ccc(N(C)C)cc1	-0.1%	-0.4	41	?	.	8%	7%	-2.3%	-36%	-19%	i	23
On1c(-c2ccc(Cl)cc2Cl)nc2ncccc21	0.0%	-0.6	105	i	1.0	-6%	-2%	7.3%	-3%	-5%	i	43
O=C(NCCN1CCOCC1)C(Sc1ccccc1)c1ccccc1 (stereo unspecified)	-0.2%	0.7	55	i	0.4	-1%	16%	6.5%	-9%	2%	i	53
CC1(NC(=O)C23CC4CC(CC(C4)C2)C3)CCS(=O)(=O)C1 (stereo unspecified)	-0.1%	0.0	89	i	0.5	-15%	-7%	-5.6%	-7%	-13%	i	26
COc1ccc(CCNC(=O)c2c(C)cc(=O)oc2C)cc1OC	-0.2%	0.2	51	i	6.6	-7%	6%	-2.8%	4%	2%	i	31
Cc1ccccc1Cn1nc(C)c(NC(=O)c2ccccc2)c1C	-0.1%	-1.1	56	i	1.0	9%	-6%	2.3%	-30%	-2%	i	35
N/C(=N\c1nc2ccccc2o1)NC(=O)C(Cc1ccccc1)N1C(=O)c2ccccc2C1=O (stereo unspecified)	0.5%	0.9	46	i	0.7	23%	28%	-1.8%	-29%	-5%	i	40
CC1(C)CC(=O)C2=C(C1)N(c1ccccc1)C(N)=C(C#N)C2c1ccsc1 (stereo unspecified)	0.2%	0.6	55	i	1.4	-32%	0%	2.3%	0%	4%	i	25
CCCCNC(=O)CN1CCC2(O)CCCCC2C1c1ccccc1OC (stereo unspecified)	-0.2%	-1.9	43	i	0.8	20%	16%	-1.9%	9%	-1%	i	30
O=c1c2cc(Cl)ccc2[nH]c(=S)n1Cc1ccccn1	0.2%	0.0	71	i	0.8	17%	-56%	2.3%	-10%	0%	i	51
CC1(C)Cc2c(c(N3CCOCC3)nc3snc(Br)c23)CO1	-0.2%	0.0	67	i	1.0	-17%	-2%	4.5%	-5%	4%	i	21
CN(C)CCCCOc1ccccc1-c1ccccc1	-0.1%	1.8	69	i	2.3	-3%	5%	5.7%	-3%	5%	i	36
Cc1cccc(N2CCN(S(=O)(=O)c3c(C)[nH]c(=O)[nH]c3=O)CC2)c1C	-0.1%	0.4	53	i	11	23%	4%	-7.8%	9%	1%	i	38
Cc1sc2nc(CN(CCc3ccccc3)C(=O)c3ccco3)[nH]c(=O)c2c1C	-0.3%	1.5	70	.	.	-31%	8%	57%	22%	-3%	i	24
CCCCOC(=O)C1=C(C)NC(=O)NC1c1cccc([N+](=O)[O-])c1 (stereo unspecified)	0.9%	-0.8	64	i	0.5	-17%	18%	2.0%	58%	6%	i	36
Fc1ccc(CSc2ncnc3nc[nH]c23)cc1	-0.2%	3.9	81	i	1.7	-5%	-1%	0.3%	-15%	3%	i	20
CN(C)S(=O)(=O)c1cccc(NC(=O)COC(=O)CCSc2ccc(Cl)cc2)c1	-0.2%	-0.8	59	i	0.2	-14%	9%	3.0%	-33%	-11%	i	18
COc1ccc(NC(=S)N(CCCN2CCCC2)Cc2ccco2)cc1	0.1%	2.6	66	i	0.6	3%	2%	-0.7%	-32%	11%	i	62
COc1ccc(Nc2oc(COc3ccccc3F)nc2C#N)cc1	-0.1%	5.8	29	i	1.6	13%	10%	-0.7%	26%	5%	i	61
CCNC(=O)c1cc(S(=O)(=O)N(C)C)c(Cl)cc1Cl	0.2%	-0.8	48	i	0.2	-11%	17%	-1.8%	-11%	-1%	i	57
c1ccc(-c2cn(CC3CCCCC3)nn2)cc1	-0.2%	-3.6	99	i	1.0	-4%[20 µM]	-38%	-7.7%	-63%	-1%	i	11
O=C(CSc1ccc(-c2cccnc2)nn1)Nc1ccccc1F	-0.1%	1.4	52	i	1.3	-9%	12%	8.4%	-28%	9%	i	69

A draw from above in order of molecular weight, ascending:
SMILES	GPR55 beta-arrestin	NTR1 agonist	NTR1 agonist cell count 20 µM	Myeloid diff 2	Myeloid diff 2 GFP+ MAC1+ %	KOR beta-arrestin-1	NOD2 inhibition	KOR beta-arrestin-2	NOD1 inhibition	GPR55 antagonists	T cell modulator	T cell modulator vesicle-bound %
Fc1ccc(CSc2ncnc3nc[nH]c23)cc1	-0.2%	3.9	81	i	1.7	-5%	-1%	0.3%	-15%	3%	i	20
CN(C)CCCCOc1ccccc1-c1ccccc1	-0.1%	1.8	69	i	2.3	-3%	5%	5.7%	-3%	5%	i	36
On1c(-c2ccc(Cl)cc2Cl)nc2ncccc21	0.0%	-0.6	105	i	1.0	-6%	-2%	7.3%	-3%	-5%	i	43
CC1(NC(=O)C23CC4CC(CC(C4)C2)C3)CCS(=O)(=O)C1 (stereo unspecified)	-0.1%	0.0	89	i	0.5	-15%	-7%	-5.6%	-7%	-13%	i	26
CCCCOC(=O)C1=C(C)NC(=O)NC1c1cccc([N+](=O)[O-])c1 (stereo unspecified)	0.9%	-0.8	64	i	0.5	-17%	18%	2.0%	58%	6%	i	36

Screening results as filed in PubChem.
